From PubChem BioAssay
DTT redox prof: compounds producing H2O2 with reducing agent – biochemical, NIH compound library profiling, artefact control for MLSCN library redox annotation, primary screen | activation, % at 10 µM | AID 878, 2007 | 200,000 tested, 0.03% active | DTT-dependent redox cycling H2O2, phenol red/HRP absorbance; 100% = 100 µM peroxide control, 0% = buffer;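 active means activation of at least 50% relative to the plate's high and low controls in the primary single-dose screen; inactive means activation below 50%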;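 further: compound incubated with DTT at 0.8 mM final as the reducing agent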
S1P3 antagonist: S1P3 receptor antagonists, primary screen, cell-based; Sphingosine 1-phosphate receptor 3 (Homo sapiens), Q99500; CHO S1P3 NFAT-BLA reporter, FRET fluorescence, antagonist mode; inhibition, % at 4.98 µM; 170,000 tested, 0.27% active; AID 485, 2006;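 active means inhibition above the plate cutoff, the mean inhibition of test wells on that plate plus 3 SD, cut at about 28% in these data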;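 further: cells challenged with S1P at its EC80 of 0.8 µM; blue over green emission ratio from cleaved BLA substrate after 4 h stimulation; 0% = S1P-stimulated wells and 100% = unstimulated DMSO-only wells; some compounds past the cut are filed as inactive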
Lmaj promast: Leishmania major promastigote growth inhibition, primary screen | inhibition, % at 10 µM | 200,000 tested, 9% active | Leishmania major promastigotes, resazurin fluorescence viability;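 further: promastigotes grown with compound for 44 hours at 28 °C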
TLR4-MyD88 BLA: inhibitors of TLR4-MyD88 association in cells, primary screen, cell-based, HeLa CL3-4, BLA complementation, FRET ratio; HeLa CL3-4 TLR4/MyD88 BLA complementation; Toll-like receptor 4 (Homo sapiens) + Myeloid differentiation primary response protein …; 200,000 tested, 0.18% active; inhibition, % at 8.4 µM; in the data active means inhibition above about 25%;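 further: 0% = vehicle and 100% = reference inhibitor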
Target sequence (O00206 whole entry, looked up): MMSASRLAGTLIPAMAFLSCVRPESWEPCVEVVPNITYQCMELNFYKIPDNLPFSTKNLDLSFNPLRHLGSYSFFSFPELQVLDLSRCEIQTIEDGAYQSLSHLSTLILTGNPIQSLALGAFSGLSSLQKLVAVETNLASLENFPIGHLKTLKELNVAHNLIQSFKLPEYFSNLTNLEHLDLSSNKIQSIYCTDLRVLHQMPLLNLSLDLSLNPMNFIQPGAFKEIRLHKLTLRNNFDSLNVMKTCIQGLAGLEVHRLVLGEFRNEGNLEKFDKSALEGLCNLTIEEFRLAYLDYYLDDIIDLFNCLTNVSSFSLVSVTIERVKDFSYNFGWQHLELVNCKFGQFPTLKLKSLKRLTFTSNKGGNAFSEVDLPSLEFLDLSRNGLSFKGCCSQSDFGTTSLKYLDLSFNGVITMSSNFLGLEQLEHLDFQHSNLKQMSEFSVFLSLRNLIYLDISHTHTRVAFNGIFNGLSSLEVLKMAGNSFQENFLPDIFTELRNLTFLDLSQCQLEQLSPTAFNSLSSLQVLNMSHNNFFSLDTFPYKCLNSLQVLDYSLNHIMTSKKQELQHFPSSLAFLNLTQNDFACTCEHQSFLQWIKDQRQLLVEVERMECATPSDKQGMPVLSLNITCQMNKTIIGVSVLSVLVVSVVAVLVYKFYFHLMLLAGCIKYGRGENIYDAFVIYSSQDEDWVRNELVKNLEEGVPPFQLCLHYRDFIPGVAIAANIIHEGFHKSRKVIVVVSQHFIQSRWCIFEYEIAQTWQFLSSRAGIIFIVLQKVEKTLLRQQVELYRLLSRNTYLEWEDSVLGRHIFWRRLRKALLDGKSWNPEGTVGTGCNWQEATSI
Target sequence (Q99836 whole entry, looked up): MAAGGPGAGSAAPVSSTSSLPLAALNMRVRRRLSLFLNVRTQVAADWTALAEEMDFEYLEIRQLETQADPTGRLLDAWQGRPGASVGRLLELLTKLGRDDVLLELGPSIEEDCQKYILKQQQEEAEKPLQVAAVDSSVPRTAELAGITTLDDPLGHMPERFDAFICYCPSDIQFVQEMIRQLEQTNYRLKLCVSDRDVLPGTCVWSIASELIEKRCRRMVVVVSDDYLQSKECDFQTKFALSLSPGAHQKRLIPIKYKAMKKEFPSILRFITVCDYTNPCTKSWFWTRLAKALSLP
Diaph act CS: compounds boosting diaphorase resazurin reduction – biochemical, uHTS, resorufin fluorescence, counter-screen for diaphorase-coupled primary assays, primary screen; AID 1229, 2008; 190,000 tested, 0.005% active; Diaphorase/resazurin coupled assay, 16 min; hits give high values; 1 = vehicle wells, 0 = NADH-free wells; activation factor at 20 µM;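 active means diaphorase activity raised at least twofold by the compound at 20 µM; inactive means activation factor below 2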
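Test system: Clostridium kluyveri diaphorase, purified enzyme. Buffer or medium: 50 mM HEPES pH 7.4 buffer plus MgCl2 and Tween 20. Also added: 0.114 mM NADH and 0.1 mM resazurin, final amounts. Dosing: compound 20 µM once, DMSO 1%. Schedule: 16 min enzyme reaction, ambient temperature. Detection: fluorescence of resorufin, 544 nm excitation, 590 nm emission.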
Hsp70 activator: Hsp70 transcriptional activators, primary screen, cell-based, HeLa, Hsp70 promoter luciferase, luminescence, 10 µM. 200,000 tested, 0.04% active. activation, % at 10 µM. HeLa Hsp70 promoter luciferase reporter; scaled: vehicle 0, proteasome-inhibitor control 100%;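 active means activation above the mean across all tested compounds plus 3 SD, cutoff set per campaign, cut at about 5.5% in these data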;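 further: 100% = MG132 at 30 µM as the positive control and 0% = DMSO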
PMI act hi M6P: human PMI activators, high substrate, primary screen, biochemical, fluorescence intensity, near-saturating mannose 6-phosphate | coupled PMI enzyme assay, resazurin fluorescence, 20 min; hits give high values; 1 = untreated enzyme, 0 = substrate-free blank | 190,000 tested, 0.34% active | activation factor at 20 µM | Mannose-6-phosphate isomerase (Homo sapiens), P34949;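 active means activation factor of 2 or more at 20 µM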
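Material: human phosphomannose isomerase with PGI, G6PDH, diaphorase coupling enzymes; amount: PMI at 15 ng/mL final; also added: Mannose-6-phosphate 1.0 mM (near-saturating) plus 0.22 mM NADP+; incubation: enzyme reaction with compound 20 min at room temperature; signal: resorufin fluorescence (Ex 544/Em 590 nm) from resazurin via diaphorase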
RAM network inh: inhibitors of the yeast RAM network, primary screen, dse1pr::URA3 reporter, 5-FOA selection; S. cerevisiae dse1pr::URA3 reporter, 5-FOA growth OD615, 2 d; analog-sensitive cbk1-as2 kinase mutant strain; inhibition, % at 50 µM; AID 868, 2007; 190,000 tested, 1.8% active;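 active means inhibition above a set limit, 3 SD over mean compound inhibition, cut at about 8.4% in these data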;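 further: 0% = DMSO-only wells with no growth and 100% = 10 µM 1-NA-PP1 full growth; inhibition rescues growth on 5-FOA so higher OD means more RAM inhibition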
Diaph inh CS: diaphorase inhibitors and chemical oxidizers, primary screen, counter-screen for diaphorase-coupled primary assays, biochemical, uHTS, resorufin fluorescence | inhibition, % at 20 µM | 190,000 tested, 0.69% active | diaphorase resazurin-to-resorufin fluorescence, NADH, 16 min; bacterial (C. kluyveri) enzyme, not human;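 active means primary screen inhibition at 20 µM above a set limit, cut at about 50% in these data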;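 further: plate controls were DMSO with full reaction for no effect and wells lacking NADH for full effect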
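System: Bacterial diaphorase enzyme (C. kluyveri) | Incubation: 16-min room-temperature incubation before reading | Benchmarks: No-NADH positive control and DMSO neutral control | Measured by: Resorufin fluorescence 544/590 nm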
PMI activator: activators of human PMI, primary screen, biochemical, fluorescence intensity, near-Km mannose 6-phosphate | Mannose-6-phosphate isomerase (Homo sapiens), P34949 | purified human PMI, coupled resazurin fluorescence, 20 min; hits give high values; 1 = vehicle control, 0 substrate-free wells | activation factor at 20 µM | 190,000 tested, 0.005% active | AID 1214, 2008;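 active means activation factor of 2 or more at 20 µM, relative to plate controls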
G6PDH CS: L. mesenteroides G6PDH inhibitors, counter-screen for G6PDH-coupled screening assays, biochemical, Leuconostoc mesenteroides enzyme; inhibition, % at 5 µM; glucose-6-phosphate dehydrogenase [Leuconostoc mesenteroides]; Purified L. mesenteroides G6PDH, diaphorase/resazurin coupled fluorescence, 45 min; 200,000 tested, 0.12% active
Active calls of the source: *; nt = no result given. Unless noted, no stated cut-off is given here; in the data, active means inhibition above about 50%; inactive means the rest.

SMILES	DTT redox prof	S1P3 antagonist	Lmaj promast	TLR4-MyD88 BLA	Diaph act CS	Hsp70 activator	PMI act hi M6P	RAM network inh	Diaph inh CS	PMI activator	G6PDH CS
COc1ccc(Br)cc1CN(C)CC(=O)NCCc1ccccc1	0.1	-4	1	-6	0.8	-0.2	1	0.7	15	1	-3
CC(CN1CCCCC1)OC(=O)C(C)(c1ccccc1)c1ccccc1 (stereo unspecified)	0.1	nt	100*	-16	0.9	-0.3	1.1	1.3	7	1	11
CC(=O)c1ccc(N2CCN(C(=O)Nc3ccc(F)cc3F)CC2)cc1	-1.0	-17	25	5	0.9	-0.2	0.9	2.3	15	0.9	3
Cc1cc(C)cc(NC(=O)Cn2cnc3c(nnn3Cc3ccc(F)cc3)c2=O)c1	-0.3	-14	-3	-10	1	-0.1	0.9	2.3	2	1	3
CCC(C)Nc1nc(OC)nc(N(C)C#N)n1 (stereo unspecified)	-1.5	nt	0	2	1.1	-0.2	1.1	1.9	-13	1.1	9
COc1cccc(-n2c(SCC(=O)NCc3ccco3)nnc2-c2c[nH]c3ccccc23)c1	-0.2	nt	98*	4	0.8	0.4	0.9	0.9	19	0.9	-4
Cc1ccc2c(C)c(C(=O)NCc3ccc(S(N)(=O)=O)cc3)oc2c1C	0.3	-1	-6	-1	1.2	-0.4	0.9	1.0	-17	1.1	12
CC1(C)NC(=O)N(CCCCSc2ccc(Cl)cc2)C1=O	-0.6	nt	-4	-5	1.1	0.3	1.1	2.2	-12	1.1	12
O=C(COC(=O)C1COc2ccccc2O1)Nc1ccc2c(c1)CCC2 (stereo unspecified)	-0.2	-29	-5	-4	0.7	0.1	1	2.0	27	1	9
O=C(O)CSc1ccc2ccccc2n1	-3.3	-7	-3	-3	0.8	-0.3	0.9	-0.5	15	0.8	-6
COC(=O)[C@@H]1C2CCC(C(=O)Nc3ccccc3)(CC2)[C@@H]1C(=O)OC	3.3	-10	-2	4	0.8	-0.5	0.9	3.5	19	0.9	-3
O=C(CCCNS(=O)(=O)c1cccc2nsnc12)NCc1ccc(F)cc1	0.7	-29	-1	6	0.8	-0.2	0.9	1.4	20	0.8	25
C=CCN=c1scc(-c2ccc3c(c2)NC(=O)CO3)n1/N=C(\C)c1ccccn1	0.4	9	57*	-4	0.9	-0.1	1	0.6	9	1.2	5
COc1cccc(C(=O)Nc2cccnc2)c1OC	-0.1	-17	-4	7	0.9	-0.1	0.8	0.7	9	1	9
C/C(N)=C(/C#N)C(=O)COC(=O)CC12CC3CC(CC(C3)C1)C2	0.2	nt	97*	-1	0.8	-0.3	0.9	1.5	21	0.9	4
Cc1ccc(-n2c(=O)[nH]cc(C(=O)N3CCc4ccccc43)c2=O)cc1C	-1.0	nt	-8	7	1	-0.1	0.9	2.0	4	1	-15
O=C(NCc1ccco1)C(=O)NCC1OCCN1S(=O)(=O)c1ccccc1 (stereo unspecified)	0.6	-5	-6	-2	0.8	-0.2	0.9	1.6	21	0.9	16
COc1ccc(-n2c(=O)/c(=C\c3cccs3)s/c2=C(/C#N)C(=O)N2CCN(C)CC2)cc1	-1.2	-7	1	8	1.1	0.1	1.1	-0.6	-5	1.1	3
COc1ccccc1N=c1oc2cc(O)ccc2cc1C(=O)NCC1CCCO1 (stereo unspecified)	0.0	4	-2	-22	0.9	-0.3	1.1	2.8	7	1	4
Cc1cc(C)nc(SCc2cc(=O)c(OC(=O)c3cccc([N+](=O)[O-])c3)co2)n1	0.0	-7	-6	7	0.9	-0.4	1	0.4	7	1	-5
CN(C)S(=O)(=O)c1ccc(C(=O)Nc2ccc(CCC(=O)N3CCCC3)cc2)cc1	0.6	-20	-4	-6	0.9	-0.1	1	1.0	10	0.9	-3
COc1ccc(F)cc1S(=O)(=O)Nc1ccc2c(c1)OCCO2	-2.5	-9	-6	-7	0.9	-0.4	1	1.7	10	1	-11
CCCCc1cc(=O)oc2cc(OCc3cc(OC)c(OC)c(OC)c3)c(Cl)cc12	2.2	nt	-6	-11	1	-0.2	1	4.2	-1	0.9	-50
COC(=O)c1[nH]c2ccc(Cl)cc2c1NC(=O)CCN1CCN(C2CCCCC2)CC1	0.1	0	26	-6	1	-0.2	1	1.7	4	1	-31
COc1ccccc1N(CC(=O)NC1CCCCC1)C(=O)c1csnn1	-3.0	nt	-2	-10	1.1	-0.2	1.1	-1.1	-8	1.2	2

More results
SMILES	DTT redox prof	S1P3 antagonist	Lmaj promast	TLR4-MyD88 BLA	Diaph act CS	Hsp70 activator	PMI act hi M6P	RAM network inh	Diaph inh CS	PMI activator	G6PDH CS
CCn1c(=O)cc(SCC(=O)N2CCN(Cc3ccc4c(c3)OCO4)CC2)c2ccccc21	1.3	nt	5	3	0.8	-0.3	0.9	0.2	21	0.9	-6
N#C/C(=N\Nc1ccc(S(=O)(=O)N2CCCCCC2)cc1)C(N)=S	-1.9	3	8	5	0.7	-0.2	0.9	5.0	31	0.8	2
CCCCOc1ccc(C(=O)O)cc1	2.5	1	-6	-19	0.9	-0.4	0.8	-0.8	13	0.9	3
O=C(COC(=O)/C=C/c1ccc(F)cc1)Nc1cc(C(F)(F)F)ccc1N1CCOCC1	-0.7	-10	-5	14	0.8	-0.3	0.9	2.9	21	0.8	1
Brc1cc2c(cc1COc1ccc(-c3nn[nH]n3)cc1)OCO2	0.7	11	1	-5	1.1	-0.6	1.3	5.0	-13	1.4	3
CC1CCCN(S(=O)(=O)c2ccc(Br)s2)C1 (stereo unspecified)	0.2	3	-5	-1	0.8	-0.5	0.9	2.1	17	1	2
NS(=O)(=O)c1ccc(NC(=S)N2CCN(c3ccccc3Cl)CC2)cc1	-0.7	18	0	-11	0.8	-0.5	1	1.9	15	1	0
CCOC(=O)N1CCN(c2c(N3CCN(c4ccccn4)CC3)c(=O)c2=O)CC1	0.0	-31	-3	0	0.9	-0.4	1	0.7	8	1	-6
c1ccc(SCCOCCn2cncn2)cc1	0.6	17	1	-15	0.8	0.3	0.9	0.4	15	0.8	14
COCCCNC(=S)N(Cc1ccccc1)Cc1nc2ccccc2c(=O)[nH]1	-0.2	-2	-2	-3	0.9	-0.4	1.1	-0.5	10	0.9	5
CC(C)C(=O)NNS(=O)(=O)c1ccccc1	-0.2	-2	-6	-3	0.8	0.0	1	1.2	16	1.2	7
Cc1cc(=O)n2nc(N3CCCC(C(=O)NCc4ccc5c(c4)OCO5)C3)sc2n1 (stereo unspecified)	-1.0	13	-1	16	0.9	0.0	1	0.3	13	1	-1
NC(=O)c1c(NC(=O)c2cnccn2)sc2c1CCCC2	0.0	-12	8	-9	1	0.0	1	4.5	2	0.7	0
COC(=O)c1ccc(Cl)c(NS(=O)(=O)c2ccc3c(c2)OCCO3)c1	1.0	8	80*	-10	0.8	-0.2	0.9	3.4	15	0.9	4
C(=N\NC(=Nc1ccccc1)c1ccccn1)/c1ccccn1	0.3	-3	48	2	1	0.3	1.1	0.8	0	0.9	10
N/C(Cc1ccc(Cl)cc1)=N\OC(=O)c1cccc2ccccc12	0.9	nt	99*	5	0.7	-0.1	0.8	1.5	26	0.8	4
CC1=NN(c2cccc(C(=O)O)c2)C(=O)/C1=C\C=C/c1ccccc1	-0.3	1	100*	0	0.8	0.2	1.1	6.8	19	1.1	3
CN(C)c1ccc(C(=O)c2ccc(N(C)C)c(N)c2)cc1N	3.1	13	2	0	0.7	-0.3	0.8	0.0	30	0.9	5
CC(=O)NCCC(=O)N1CCc2c([nH]c3ccccc23)C1c1cccc(C)c1 (stereo unspecified)	-0.4	11	-4	2	0.9	-0.2	1	-0.2	13	0.9	5
COC(=O)c1ccc(-c2ccc(F)cc2)nc1C	-0.4	7	-7	-17	1	0.1	1.1	2.2	-4	1.1	0
COc1ccc(C(=O)C(c2ccccc2)N2CCOCC2)cc1 (stereo unspecified)	-0.6	3	0	2	1.1	0.1	1.4	1.5	-13	1.2	10
CCN(CC)C(=O)Nc1cnc2ccccc2c1	-1.6	-21	-2	-4	1	0.0	1	1.5	-3	1.1	6
C[C@@H](C(=O)OCn1nnc2ccccc2c1=O)N1C(=O)C2CCCCC2C1=O (stereo partly specified)	-0.2	-4	6	13	0.9	-0.5	1	1.1	6	1	7
CN(CC(=O)NCc1ccc(Cl)cc1)S(=O)(=O)c1cccc2nsnc12	-0.3	42	7	-16	1	-0.1	1	-0.3	-2	1	0
CCCCn1c(=O)n(CC(=O)Nc2c(CC)cccc2CC)c(=O)c2c1nc(CO)n2CCC	-3.0	nt	-6	1	0.8	0.0	0.9	2.9	18	1	-5
COc1ccc(NC(=S)N/N=C2\CC(C)(C)Oc3ccc(O)cc32)cc1	0.3	-14	15	0	0.6	-0.4	0.9	3.3	40	0.9	-32
Cc1ccc(NC(=O)C2=C(O)c3ccccc3N(C)S2(=O)=O)cc1	1.6	nt	-9	14	0.7	-0.1	1.2	2.1	29	1.1	-15
S=C(NCc1ccccn1)Nc1ccc(Cl)c(Cl)c1	-3.5	nt	22	-5	1	0.0	1.1	0.6	4	0.9	-2
Cn1c(=O)c2c(ncn2CC(=O)N/N=C/c2ccco2)n(C)c1=O	0.4	-25	2	-3	0.8	-0.3	1	0.9	19	0.9	-15

Single entries from above.
PMI activator with CC1=NN(c2cccc(C(=O)O)c2)C(=O)/C1=C\C=C/c1ccccc1 : 1.1
G6PDH CS with CCn1c(=O)cc(SCC(=O)N2CCN(Cc3ccc4c(c3)OCO4)CC2)c2ccccc21 : -6
